Screening results from PubChem.
CD11b adhes enh: CD11b/CD18-fibrinogen binding enhancement. AID 1499. activation, % at 10 µM. P05107+P11215. 93,000 tested, 0.07% active. K562 CD11b/CD18 adhesion to fibrinogen, ATPlite luminescence;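 active means 10 µM primary screen giving 50% or more activity, confirmed by 40% or more on retest at that dose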; further: strong numbers were not always called active; reference of the scale not given here
Target sequence (P05107 whole entry, looked up, other chains not shown): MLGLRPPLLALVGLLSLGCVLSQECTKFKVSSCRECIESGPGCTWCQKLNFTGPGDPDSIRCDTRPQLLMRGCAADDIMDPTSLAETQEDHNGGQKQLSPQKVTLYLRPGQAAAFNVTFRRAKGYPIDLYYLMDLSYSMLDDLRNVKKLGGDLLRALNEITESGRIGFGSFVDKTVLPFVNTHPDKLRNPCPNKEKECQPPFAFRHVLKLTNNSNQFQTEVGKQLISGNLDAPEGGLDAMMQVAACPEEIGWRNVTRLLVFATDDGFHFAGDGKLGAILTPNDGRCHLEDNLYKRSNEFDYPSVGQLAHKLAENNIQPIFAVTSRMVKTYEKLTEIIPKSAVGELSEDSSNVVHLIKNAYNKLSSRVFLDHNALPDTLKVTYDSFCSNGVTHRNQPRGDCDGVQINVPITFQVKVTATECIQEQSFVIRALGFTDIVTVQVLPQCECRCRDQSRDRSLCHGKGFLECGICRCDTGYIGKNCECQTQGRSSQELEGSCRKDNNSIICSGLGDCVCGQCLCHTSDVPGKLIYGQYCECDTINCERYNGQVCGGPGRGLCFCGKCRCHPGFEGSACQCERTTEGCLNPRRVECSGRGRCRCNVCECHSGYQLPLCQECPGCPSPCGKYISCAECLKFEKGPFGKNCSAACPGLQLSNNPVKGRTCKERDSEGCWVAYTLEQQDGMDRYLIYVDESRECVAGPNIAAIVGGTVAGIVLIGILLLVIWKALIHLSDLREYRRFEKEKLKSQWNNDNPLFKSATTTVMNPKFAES
CD11b adhes inh: inhibitors of human CD11b/CD18 binding to fibrinogen; AID 1497; K562 CD11b/CD18 adhesion to fibrinogen, ATPlite luminescence; Mn2+ added to activate the integrin; 93,000 tested, 0.54% active; inhibition, % at 10 µM;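 active means primary inhibition of 50% or more at 10 µM, then 40% or more on retest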; further: some results filed as inactive read as strong as hits
Starred values were filed as active, the others as inactive. These rows are one share of the data. The share of hits here may be higher or lower than overall.

Order of results: CD11b adhes inh, CD11b adhes enh
CCCCN1C(=O)C2C3C=CC(C2C1=O)C1C2C(=O)N(CCCC)C(=O)C2C31 (stereo not drawn)
    -4.6, 1.4
CN(C)c1cccc(C(=O)OCC(=O)Nc2ccccc2Sc2ccccc2)c1
    31.5, 0.8
COC(=O)c1c(NC(=S)Nc2ccc(F)cc2[N+](=O)[O-])sc2c1CCCCC2
    85.9*, -5.0
Cc1ccc(Cn2nc(C)c(NC(=O)CSc3n[nH]c(C)c3[N+](=O)[O-])c2C)cc1
    -31.9, -0.1
O=C(OCCN1C(=O)c2cccc3c(N4CCOCC4)ccc(c23)C1=O)c1ccc(Cl)cc1
    80.5, -5.9
COCCCNC(=S)Nc1ccc2c(c1)OCCO2
    -1.2, -3.5
O=c1[nH]c2cc(Cl)c([N+](=O)[O-])nc2[nH]1
    -6.9, -3.7
O=C(Nc1nnc(-c2ccco2)o1)c1cccc2ccccc12
    4.6, 5.7
CCOc1ccc(CC2CCC(=O)NC2=O)cc1 (stereo not drawn)
    -12.7, -1.8
COc1ccc(C(C)NC(=S)NC2CCCC2)cc1OC (stereo not drawn)
    0.7, -0.1
CC(C)C(=O)N(Nc1nc2ccccc2s1)C(=O)C(C)C
    3.7, -4.9
CCCCCOc1ccc(Br)cc1CSC(=N)N
    104.6*, -5.3
Cc1ccc(S(=O)(=O)N(C)C)cc1NC(=O)C1CCCC1
    16.3, -3.7
Cc1c(NC(=O)C(C)OC(=O)c2cc(-c3cccc4ccccc34)nc3ccccc23)c(=O)n(-c2ccccc2)n1C (stereo not drawn)
    10.2, 33.4
COc1ccc(/C=C/C(=O)Nc2cc(C(F)(F)F)ccc2Cl)cc1OC
    14.3, 0.1
Cc1cccc(-n2c(SCC(N)=O)nc3c(c2=O)C2(CCCC2)Cc2ccccc2-3)c1
    60.0, -3.1
COC(=O)c1cc(C(=O)OCC(=O)Nc2ccccc2OC(F)F)cc([N+](=O)[O-])c1
    4.1, -2.1
CCc1cccc(CC)c1NC(=O)C1CN(S(=O)(=O)c2ccccc2)CCN1S(=O)(=O)c1ccccc1 (stereo not drawn)
    0.1, 1.3
COc1ccc([N+](=O)[O-])cc1NC(=O)c1ccc(CN(c2ccccc2)S(C)(=O)=O)cc1
    19.0, 5.4
Cc1cccc(NC(=O)COC(=O)Cc2c[nH]c3ccccc23)c1C
    5.1, -3.5
O=C(COC(=O)CCSc1ccc(Cl)cc1)NCCc1ccccc1
    -7.9, 5.8
CCn1c(SCC(=O)N/N=C/C=C/c2ccccc2[N+](=O)[O-])nnc1-c1ccccc1
    5.1, -2.3
O=C(NC1CCCCCCC1)C1c2ccccc2C(=O)N1Cc1cccs1 (stereo not drawn)
    2.5, -0.9
CCC/C(=N\NC(=O)CNC(=O)/C=C/c1ccco1)c1ccccc1
    -25.1, -5.6
O=C(CSCc1ccc(Cl)cc1)Nc1ccc(S(=O)(=O)N2CCCCCC2)cc1
    58.9, -4.4
COc1ccc2cc(C3(C)NC(=O)N(CC(=O)Nc4c(C)n(C)n(-c5ccccc5)c4=O)C3=O)ccc2c1 (stereo not drawn)
    -1.4, 1.3
COc1ccc(C(=O)OC(C)C(=O)Nc2cc(C(F)(F)F)ccc2Cl)c(OC)c1OC (stereo not drawn)
    44.5, 4.0
CC(=O)c1ccc(OC2OCCOC2Oc2ccc(C(C)=O)cc2)cc1 (stereo not drawn)
    3.0, -3.4
CC1CCCC(NC(=O)COC(=O)c2ccccc2Sc2ccccc2C#N)C1C (stereo not drawn)
    12.2, 1.0
Cn1c(=O)c2c(ncn2CC(=O)N/N=C/C(Cl)=C/c2ccccc2)n(C)c1=O
    13.1, 20.0
Cc1ccc(S(=O)(=O)N(C)C)cc1-n1c(SCC(=O)Nc2ccc(F)cc2)nc2ccccc2c1=O
    -11.6, -3.6
CC(C)(C)N/N=C1\CC(c2ccccc2)Oc2ccccc21 (stereo not drawn)
    2.9, 8.4
Cc1cccc2c(C(=O)n3cccn3)cc(-c3ccccc3Cl)nc12
    7.0, 5.6
COc1ccc(C2SCCN2C(=S)Nc2ccc(Cl)cc2)cc1 (stereo not drawn)
    26.9, -0.1
CCN(c1ccccc1)S(=O)(=O)c1ccc(Cl)c(NC(=O)CSc2n[nH]c(N)n2)c1
    -4.9, 2.1
COc1cccc(-c2nc(Oc3cc(C)cc(C)c3)c3ccccc3n2)c1O
    -5.4, 49.0
Cc1cc(Br)ccc1SCC(=O)OCC(=O)NCc1ccc2c(c1)OCO2
    10.7, 4.5
Cc1cccc(C)c1Nc1nnc(SCC(=O)NC(=O)c2cccn2C)s1
    4.2, -2.3
Cc1ccc([N+](=O)[O-])c(OCCN2CCNCC2)c1
    -3.5, -2.9
Cc1ccc(-c2cc(C(=O)NC3=NCCS3)c3ccccc3n2)cc1C
    42.6, 25.9
Cc1ccc(CNC(=O)CCS(=O)(=O)c2ccc(Cl)cc2)cc1
    -9.0, -2.4
CCCN1C(=O)c2ccccc2NC1c1ccc(OC)c(CSc2ccccn2)c1 (stereo not drawn)
    7.3, 2.6
Cc1ccc(Cl)cc1N1CCN(CC(=O)NC2CCCc3ccccc32)CC1 (stereo not drawn)
    48.4, -5.1
Cc1c(-c2ccc(Br)cc2)nc2ccccn12
    5.6, -1.6
COc1cc(/C=C2/CCc3ccccc3C2=O)cc(OC)c1OC
    -0.4, 1.1
Cc1ccc(-c2nn(-c3ccccc3)cc2C(=O)Nc2cccc(S(=O)(=O)N3CCOCC3)c2)cc1
    -5.6, -0.1
CCN(CC)S(=O)(=O)c1ccc(OC)c(NC(=O)C(Cc2ccccc2)N2C(=O)c3ccccc3C2=O)c1 (stereo not drawn)
    2.0, 5.6
NC(=O)c1c(NC(=O)C2CCCO2)sc2c1CCCC2 (stereo not drawn)
    18.6, -5.1
COc1cc(S(=O)(=O)Nc2ccc(C)cc2)ccc1NC(=O)c1ccncc1
    18.5, -2.9
CCCOc1ccc(-c2c(C(=O)N/N=C/c3ccc(OCC)cc3)nnn2-c2nonc2N)cc1
    2.7, -1.5
Cc1cccc(C)c1N=C1NN=C(c2ccccc2F)CS1
    20.7, -0.1
CCc1cccc2c(C(=O)CCl)c[nH]c12
    -2.7, -2.7
CCCN(CC(=O)Nc1ccccc1Br)CC(=O)Nc1ccc(F)c(F)c1F
    39.2, -0.1
Cc1ccc(-n2nnnc2SC(C)C(=O)Nc2ccccc2-c2ccccc2)cc1 (stereo not drawn)
    25.0, 4.4
COc1ccccc1/C=C(/C(=O)OCC(=O)Nc1ccccc1C(C)C)c1ccccc1
    15.3, 7.4
COc1cccc(C(=O)N2c3ccccc3Sc3ccccc32)c1
    33.6, 1.2
CC(C)COc1ccc(C(=O)Nc2ccccc2[N+](=O)[O-])cc1
    -1.5, -2.6
CN1CCC(N(C)C(=S)NC(=O)C23CC4CC(CC(C4)C2)C3)CC1
    -22.7, 9.6
C/C(CC(=O)NCCCN1CCOCC1)=N\NC(=O)COc1ccc(C)cc1
    -23.4, -2.2
OC1CCCN(C(=S)Nc2ccc(SC(F)F)cc2)C1 (stereo not drawn)
    20.0, -2.0

(cont.)
Order of results: CD11b adhes inh, CD11b adhes enh
COC(=O)c1cc(NS(=O)(=O)c2ccc(N3CCC(C)CC3)c([N+](=O)[O-])c2)cc(C(=O)OC)c1
    102.8, -10.7
CCCOC1OC(=O)c2c1ccc(OC)c2OC (stereo not drawn)
    -1.2, 1.0
Cc1nc2nc(SCC(=O)c3ccc([N+](=O)[O-])cc3)[nH]c2cc1Br
    7.2, -1.4
CCNC(=S)N1CCC(c2nc3cc(C)c(C)cc3[nH]2)CC1
    -8.9, 2.2
Cc1csc(NC(=O)CCNC(=O)c2ccc([N+](=O)[O-])cc2)n1
    2.9, 1.8
CCOC(=O)c1sc(Nc2nc3c(OC)cccc3s2)cc1C
    3.6, -3.1
CN(C)c1ccc(/C=N/NC(=O)c2ccc(CN3C(=O)c4cccc5cccc3c45)cc2)cc1
    3.8, 22.8
CCC1(C)Cc2c(sc(NC(=S)NC(=O)c3ccccc3)c2C#N)CO1 (stereo not drawn)
    -21.7, -0.8
O=C(Nc1ccn(-c2ccccc2)n1)c1ccccc1Br
    4.4, 2.0
COc1ccc(/C=N/NC(=O)CCN2CCN(c3ccccc3)CC2)c(OC)c1OC
    -10.2, 3.0
O=C(Oc1cccc(N2C(=O)C3C4c5ccccc5C(c5ccccc54)C3C2=O)c1)c1ccco1 (stereo not drawn)
    -0.9, -2.5
COc1ccc(-c2nnc3ccc(SCC(=O)Nc4nc5ccccc5s4)nn23)cc1OC
    -17.1, 0.0
CCOC(=O)COc1c(Cl)cc(C2NC(=S)NC(c3ccccc3)=C2C(C)=O)cc1OCC (stereo not drawn)
    2.6, 13.1
O=C(N/N=C\c1ccc2c(c1)OCO2)c1ccco1
    -14.7, -0.7
Cc1ccc(N(Cc2cc3cc(C)ccc3[nH]c2=O)S(=O)(=O)c2ccccc2)cc1
    -3.8, 1.8
CC(C)(C)NCCOCCOc1ccccc1-c1ccccc1
    10.7, 3.0
O=C(NCc1ccccc1)C(c1ccc(F)cc1)N(Cc1cccs1)C(=O)c1cnccn1 (stereo not drawn)
    -4.2, -2.3
COc1cccc(C(=O)N/N=c2\oc3c(OC)cccc3cc2C(=O)NCc2ccccc2)c1
    -22.6, 17.5
CCN1/C(=C2\SC(=S)N(Cc3ccccc3)C2=O)Sc2ccccc21
    0.3, 28.1
COC(=O)/C=C1\S/C(=N/N=C/c2ccccc2)NC1=O
    10.6, 4.0
COc1cc(NS(=O)(=O)c2ccc(N/C=C\C(=O)c3ccc(F)cc3)cc2)nc(OC)n1
    -16.0, 1.7
O=[N+]([O-])c1ccc(N/N=C2/CCCCC2c2ccccn2)cc1 (stereo not drawn)
    3.3, 3.9
Cc1cc(C)n2nc(C(=O)N/N=C/c3c4ccccc4cc4ccccc34)nc2n1
    7.7, 1.8
CCCCN(C(=O)NC(=O)Nc1ccc(C)cn1)S(C)(=O)=O
    -10.8, -1.9
CCOC(=O)c1c(C)[nH]c(C(=O)COC(=O)CNC(=O)c2ccc(Cl)cc2)c1C
    -2.2, 7.2
COc1ccc(NC(=S)NN2CCOCC2)cc1OC
    -7.5, 0.5
O=C(Nc1nc2ccccc2[nH]1)c1ccc(F)c(S(=O)(=O)N2CCOCC2)c1
    0.4, -1.6
Cc1ccc(Nc2n[nH]c(C)c2[N+](=O)[O-])cc1C
    -0.3, 7.5
CN(C)c1cccc(C(=O)Nc2cc(C(F)(F)F)ccc2-n2cnc3ccccc32)c1
    13.0, 1.3
CCN(CC)c1ccc(/C=N/NC(=S)NCc2ccc(OC)cc2)cc1
    -13.0, 0.9

Sorted by length of the SMILES (ascending): some entries from above
Order of results: CD11b adhes inh, CD11b adhes enh
Cc1ccc(Nc2n[nH]c(C)c2[N+](=O)[O-])cc1C
    -0.3, 7.5
CCCCN(C(=O)NC(=O)Nc1ccc(C)cn1)S(C)(=O)=O
    -10.8, -1.9
O=[N+]([O-])c1ccc(N/N=C2/CCCCC2c2ccccn2)cc1 (stereo not drawn)
    3.3, 3.9
CCN1/C(=C2\SC(=S)N(Cc3ccccc3)C2=O)Sc2ccccc21
    0.3, 28.1
Cc1cc(C)n2nc(C(=O)N/N=C/c3c4ccccc4cc4ccccc34)nc2n1
    7.7, 1.8
COc1ccc(-c2nnc3ccc(SCC(=O)Nc4nc5ccccc5s4)nn23)cc1OC
    -17.1, 0.0
Cc1ccc(N(Cc2cc3cc(C)ccc3[nH]c2=O)S(=O)(=O)c2ccccc2)cc1
    -3.8, 1.8

The list continues:
Order of results: CD11b adhes inh, CD11b adhes enh
O=[N+]([O-])c1ccc(CSc2nnc(Cc3ccccc3)n2-c2ccc(F)cc2)cc1
    22.6, 6.7
CCOc1ccc(NC(=S)N2CCc3cc(OC)c(OC)cc3C2COc2ccc3c(C)cc(=O)oc3c2)cc1 (stereo not drawn)
    -22.8, 51.2
COc1nccnc1NS(=O)(=O)c1ccc(NC(=S)NC(=O)c2ccccc2)cc1
    -14.5, 4.3
Cc1cc2c(C)nc(N/N=C/c3ccc([N+](=O)[O-])cc3)nc2o1
    -16.8, 109.2
CC(C)(C)NC(=O)COC(=O)CNC(=O)c1cc(Cl)cc([N+](=O)[O-])c1
    -6.4, -1.6
O=C(CSc1nc(-c2ccccc2)cs1)Nc1cccc([N+](=O)[O-])c1
    103.8, -12.4
CCc1c(C)sc(NC(=O)/C=C/c2ccc3c(c2)OCO3)c1C(=O)OC
    -6.4, 9.1
CN(C)c1ccc(N/C(=N\S(=O)(=O)c2cccs2)c2ccccc2)cc1
    3.6, -1.4
CC(=O)c1cccc(NC(=S)NCCCCc2ccccc2)c1
    50.3, -3.5
COc1ccc(/C(C)=N\NC(=O)CSc2nnc(C)s2)cc1
    -4.9, 3.4
Fc1ccc(CSc2ccc(-c3ccco3)nn2)cc1
    23.7, -3.0
O=C(N/N=C/c1sc2ccccc2c1O)c1ccccc1
    19.7, -3.6
CCOP(=O)(OCC)C(NC(=O)C(F)(F)F)c1ccccc1 (stereo not drawn)
    -8.5, 6.1
CCC(C)NC(=O)COc1ccccc1[N+](=O)[O-] (stereo not drawn)
    9.2, -3.1
CCOc1ccc(NC(=S)N2CCC(C(N)=O)CC2)cc1
    3.4, -2.2
CCOc1ccc(S(=O)(=O)N/N=C(\C)c2ccc(Cl)c(Cl)c2Cl)cc1
    8.2, 4.7
COc1ccc(-c2cc(C#N)nc(Oc3ccc(Cl)cc3)n2)cc1
    25.3, 0.2

CD11b adhes inh, hit marks shown above
Order of results: CD11b adhes inh, CD11b adhes enh
COC(=O)c1c(NC(=S)Nc2ccc(F)cc2[N+](=O)[O-])sc2c1CCCCC2
    85.9*, -5.0
CCCCCOc1ccc(Br)cc1CSC(=N)N
    104.6*, -5.3
